KinaseGlo FLuc – counter-screen: inhibitors of Kinase-Glo firefly luciferase. Q27757. Kinase-Glo luciferase, ATP luminescence, 8 min. Potency, µM (top dose mostly 38.3 µM), for inactives: at the highest dose activity change, negative = inhibition, hits mostly inhibitors. 0.28% of 200,000 active. AID 1379; note: potency is the fitted concentration of half-maximal effect; % is set by controls: 0 for no effect and ±100 for the full control effect; nearly all actives have a fitted effect of over 60% in size
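Compounds were added to a substrate mix at pH 7.2 (50 mM imidazole, 10 uM ATP, within the enzyme's linear range), followed by Kinase-Glo detection reagent; luminescence was measured after 8 minutes at ambient temperature.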
Epigenetic derep – epigenetic control regulation, reporter derepression; 0.2% of 280,000 active; Potency, µM (top dose mostly 53.9 µM), inactives show at the top dose GFP activation, most hits filed as activators; murine LDR cells, GFP reporter derepression, 30 h; note: potency is the fitted concentration of half-maximal effect; % of control where 0% means no effect; nearly all actives have a fitted effect of over 60% in size
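Murine LDR cells carrying a silenced, genomically integrated CMV-driven GFP reporter were exposed to compound for 30 hours at 37 C. After PBS washes, GFP-positive cells (20–120 um objects) were counted by laser-scanning microplate cytometry.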
IMPase Li cell – cell-permeable IMPase inhibitors with lithium potentiation | CHO-M1 cells, IP1 TR-FRET (IP-One), carbachol + lithium | 0.35% of 210,000 active | AID 1457 | Potency, µM (highest dose often 59.4 µM), for inactives: top-dose activity, negative = IMPase inhibition, usual class: inhibitors;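 note: IP1 builds up when IMPase is blocked and the TR-FRET signal falls; potency is the fitted concentration of half-maximal effect; plate controls were basal vehicle for no effect and high inhibitor control for full effect; nearly all actives have a fitted effect of over 50% in size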
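CHO-M1, 2000 cells/well, 16–30 h culture; cpd + low Li+, 30 min 37C; lysis with d2-IP1/Eu-anti-IP1 Ab, 10 min RT; TR-FRET 665/620 ratio and 620 channel; AC50 via Hill.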
HttQ103 aggreg – inhibitors of mutant huntingtin aggregate formation in PC12 cells | PC12 HttQ103-GFP aggregates, Acumen cytometry, 40 h | Potency, µM (top dose mostly 46.1 µM), without a hit: at the highest dose activity change, negative = inhibition, usual class: inhibitors | 1.1% of 220,000 active | AID 1688; note: potency is the fitted concentration of half-maximal effect; % is set by controls: 0 for no effect and ±100 for the full control effect; nearly all actives have a fitted effect of over 60% in size
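Inducible Q103 Huntingtin exon 1–GFP PC12 line, 1500 cells/well in phenol red free DMEM with 5% equine and 5% calf serum. Tebufenozide 100 nM induced expression; compounds titrated; aggregates quantified by cytometry.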
CBFb RUNX1 block – inhibitors of human CBF-beta and RUNX1 interaction. Q01196+Q13951. AlphaScreen CBFb-His/RUNX1-biotin binding, biochemical. Potency, µM (doses to about 59.8 µM), for the others: at the highest dose activity, negative = inhibition, actives largely listed as inhibitors. 230,000 tested, under 10 active; note: % of control where 0% means no effect
Target sequence (Q01196 whole entry, looked up): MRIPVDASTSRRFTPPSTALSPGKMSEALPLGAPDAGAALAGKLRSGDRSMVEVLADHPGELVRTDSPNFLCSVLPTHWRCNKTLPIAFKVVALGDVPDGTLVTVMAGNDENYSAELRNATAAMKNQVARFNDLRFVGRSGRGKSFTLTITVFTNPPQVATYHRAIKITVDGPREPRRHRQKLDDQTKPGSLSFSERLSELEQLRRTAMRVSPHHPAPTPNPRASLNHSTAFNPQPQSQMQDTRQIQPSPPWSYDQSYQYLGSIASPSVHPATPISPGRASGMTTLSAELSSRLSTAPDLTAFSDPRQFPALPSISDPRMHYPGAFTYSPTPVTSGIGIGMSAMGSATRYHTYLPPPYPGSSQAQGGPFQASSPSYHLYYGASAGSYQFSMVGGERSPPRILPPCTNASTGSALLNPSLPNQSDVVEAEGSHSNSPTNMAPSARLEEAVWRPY
Target sequence (Q13951 whole entry, looked up): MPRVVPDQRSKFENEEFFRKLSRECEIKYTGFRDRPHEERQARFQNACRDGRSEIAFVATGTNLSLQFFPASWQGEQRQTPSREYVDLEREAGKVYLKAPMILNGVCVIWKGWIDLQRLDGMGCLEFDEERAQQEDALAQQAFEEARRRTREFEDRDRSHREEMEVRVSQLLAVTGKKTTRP
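CBF-beta (His) and RUNX1 (biotin), 30 nM each; 20 min preassociation; + compound, 15 min; + beads 50 ng each (Ni, streptavidin), 90 min; RT; AlphaScreen read.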
NPSR antagonist – blocks cAMP signaling of the human neuropeptide S receptor; Q6W5P4; CHO-NPSR cells, cAMP TR-FRET, antagonist mode; Potency, µM (highest dose often 38.3 µM), inactives show at the highest dose activity change, negative = inhibition, most hits filed as inhibitors; 1% of 220,000 active; AID 1461; note: potency is the fitted concentration of half-maximal effect; % is set by controls: 0 for no effect and ±100 for the full control effect; nearly all actives have a fitted effect of over 50% in size; many of its hits are not listed in these tables
Target sequence (Q6W5P4 whole entry, looked up): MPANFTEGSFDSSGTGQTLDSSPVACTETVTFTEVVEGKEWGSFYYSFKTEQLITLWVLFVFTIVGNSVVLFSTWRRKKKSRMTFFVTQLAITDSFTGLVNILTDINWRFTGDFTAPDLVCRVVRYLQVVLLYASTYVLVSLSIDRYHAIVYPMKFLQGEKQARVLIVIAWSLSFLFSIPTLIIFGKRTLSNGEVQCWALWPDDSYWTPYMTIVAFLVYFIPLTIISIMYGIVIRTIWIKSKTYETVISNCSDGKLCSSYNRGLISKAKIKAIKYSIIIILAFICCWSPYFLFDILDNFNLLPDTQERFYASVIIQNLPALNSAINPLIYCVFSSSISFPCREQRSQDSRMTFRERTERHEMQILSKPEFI
L3MBTL1 block – L3MBTL1 (human) inhibition | Q9Y468 | AlphaScreen L3MBTL1–H3K9me1 peptide binding | Potency, µM (series often up to 57.1 µM), for the others: top-dose activity, negative = inhibition, usual class: inhibitors | 0.66% of 230,000 active | AID 485360; note: potency is the fitted concentration of half-maximal effect; % is set by controls: 0 for no effect and ±100 for the full control effect; nearly all actives have a fitted effect of over 60% in size
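L3MBTL1 (50 nM) pre-complexed 30 min with biotinylated H3(1-15)K9me1 peptide (75 nM), then compounds added for 30 min at room temperature; AlphaScreen streptavidin donor/nickel chelate acceptor beads (10 ug/mL final) read after 30 min dark incubation.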
Numbers without * were called inactive; ? = inconclusive; . = not tested or not shown; & = joins results of further samples; [ ] = another dose, or the depositor's remark. Calls come from the whole dose curve; as a rule, active = well fitted curve in the direction sought with a large enough effect; inconclusive = small, poorly fitted or top-dose-only effect, or another doubt; inactive = no such curve, though single readings can be large; an effect the other way counts as inactive or inconclusive. Some of the compounds tested; rates above refer to the full screens.

no. | structure | KinaseGlo FLuc | Epigenetic derep | IMPase Li cell | HttQ103 aggreg | CBFb RUNX1 block | NPSR antagonist | L3MBTL1 block
1 | CC1(C)C2([N+](=O)[O-])CN(CCO)CC1([N+](=O)[O-])CN(CCO)C2 | 1% | -1.0% | 5% | -10% | -2% | 12% | 4%[11.4 µM]
2 | O=c1c2c3nc4ccccc4nc3n(Cc3ccccc3)c2ncn1Cc1ccco1 | 1% | ? | 12%[38.3 µM] | ? | -7% | 10µM* | .
3 | CCN(CC)CCNCC(O)(c1ccc(Cl)cc1)c1ccc(Cl)cc1 | 0% | 0.8% | 40%[activator] | -11% | 20% | ? | 7%
4 | O=S1(=O)CCN2C(c3ccc4c(c3)CCCC4)=CSC2=N1 | -4% | -1.1% | 22%[38.3 µM] | -19% | 9% | 2%[46.1 µM] | .
5 | O=S(=O)(c1ccc2c(c1)OCCO2)N(Cc1ccc(F)cc1)Cc1nnc(-c2cccs2)o1 | 0% | 0.0% | 16%[38.3 µM] | 11% | 4% | -20%[46.1 µM] | -11%
6 | CCCc1cc(C(=O)OC)c(NC(=O)c2cc(C)on2)s1 | -2% | -1.0% | 17% | -7% | 10% | -13% | 6%
7 | Cc1oc2c(c1C(=O)NCCCC(=O)O)CCCC2 | 3% | -9.8% | 23%[38.3 µM] | 1% | 4% | -1%[46.1 µM] | .
8 | COc1ccc(OC)c(/C=C/C(=O)OCC(=O)Nc2ccc3c(c2)OCCO3)c1 | 0% | -1.1% | -4% | 0% | 5% | 3% | 10%
9 | CCOC(=O)C1=C(CSc2nc(-c3ccncc3)ccc2C#N)OC(N)=C(C#N)C1c1cccnc1 (stereo unspecified) | 1% | -0.9% | -2%[38.3 µM] | -22%[9.22 µM] | -11% | -21%[46.1 µM] | -4%
10 | Cc1cc(NC(=O)CSc2nnc(C3CC3)n2Cc2ccccc2)no1 | 1% | -5.4% | 26%[38.3 µM] | 1% | 2% | -10%[46.1 µM] | .
11 | COCCNC(=O)c1ccccc1NC(=O)CN(c1ccc2c(c1)OCO2)S(C)(=O)=O | 0% | -1.1% | 19%[38.3 µM] | -10% | 1% | ? | -4%
12 | Cc1ccc(NS(=O)(=O)c2ccc(C(=O)N3CCN(c4ccccn4)CC3)cc2)cc1 | -3% | -0.1% | 43%[activator][38.3 µM] | 11µM* | 3% | -9%[46.1 µM] | .
13 | CC(C)C(=O)Nc1nc2c(ncn2C2CC(O)C(CO)O2)c(=O)[nH]1 (stereo unspecified) | -1% | -0.2% | -3%[38.3 µM] | -4% | -5% | 2%[46.1 µM] | .
14 | O=C(NCC1CCCO1)C(C(=O)c1ccccc1)n1ccccc1=O (stereo unspecified) | -1% | 0.0% | -9%[38.3 µM] | 10% | -7% | 10%[46.1 µM] | 23%
15 | O=C(O)c1cccc(NC(=S)N/N=C/c2ccccc2OCc2cccc(Br)c2)c1 | 0% | -3.5% | 5% | 24% | . | ? | -11%
16 | CCOC(=O)c1cc2c(nc1N)CC(C)(CC)OC2 (stereo unspecified) | -4% | 6.4% | 5%[38.3 µM] | 16% | 8% | -8%[46.1 µM] | .
17 | Cc1ccnc(NS(=O)(=O)c2ccc(NC(=O)c3ccc4c(c3)OCCO4)cc2)n1 | 0% | -1.0% | 2% | -2%[9.22 µM] | 6% | 20% | 8%
18 | O=c1c(Cc2c(F)cccc2Cl)c(O)ccn1CCc1ccccn1 | 1% | 1.1% | 0% | 15% | 3% | 1% | -7%[11.4 µM]
19 | O=C(NC(Cc1ccccc1)C(=O)NC1CC1)OCc1ccccc1 (stereo unspecified) | -1% | -1.9%[10.1 µM] | 0% | -18%[9.22 µM] | 4% | 3% | 0%
20 | NC(=O)C1(c2ccccc2)CCCN1C(=O)c1ccc(Br)cc1 (stereo unspecified) | . | 0.9% | -11% | 6% | -1% | 15% | .
21 | CS(=O)(=O)N(CC(=O)N1CCOCC1)c1ccc2c(c1)OCO2 | 4% | 0.0% | 22%[38.3 µM] | -13% | 2% | 5%[46.1 µM] | .
22 | COCCN(C(=O)c1ccccc1OC1CCN(S(C)(=O)=O)CC1)C(C)C | -1% | -0.1% | 3% | 3%[9.22 µM] | 12% | -8% | -3%
23 | Cc1cccc2cc(C#N)c(NCCNS(=O)(=O)c3ccccc3)nc12 | -2% | -0.3% | 2% | 1%[9.22 µM] | 21% | -7% | 39%[activator]
24 | C/C(=N\NC(=S)NCc1ccccc1)c1ccc(C)o1 | 2% | 1.1% | 5% | -12% | 0% | -31% | -3%
25 | CCSc1nnc(NC(=O)c2ccc(C)o2)s1 | -2% | 0.0% | -1% | 5% | 8% | -14%[46.1 µM] | 2%
26 | O=C1N=C(N2CCN(c3ccccc3)CC2)S/C1=C\c1cn[nH]c1-c1ccccc1 | -2% | 1.9% | 13% | -10% | 0% | -5% | -4%
27 | CC(C)CC(=O)NNC(=S)Nc1ccc(S(N)(=O)=O)cc1 | -2% | -1.3% | 2% | -13%[9.22 µM] | 2% | -3% | 10%
28 | O=C1c2ccccc2C(=O)N1CCCCN(C(=O)c1cccc([N+](=O)[O-])c1)c1ccc(Cl)cc1 | -1% | 1.7% | 4%[38.3 µM] | -26% | -15% | ? | 8%
29 | O=C(Nc1ccc(Br)cc1Cl)NC1CC1 | 4% | 0.0% | 5% | 18µM* | 2% | -26% | 0%
30 | O=Cc1cc([N+](=O)[O-])ccc1N1CCOCC1 | -1% | 2.6% | -4% | -13% | 8% | 6% | 8%
31 | O=C(CCS(=O)(=O)c1ccc(Br)cc1)N1CCN(Cc2ccccc2)CC1 | 2% | 1.2% | -13%[38.3 µM] | -4% | -1% | -11%[46.1 µM] | .
32 | O=C(O)[C@H]1CCCC[C@H]1C(=O)Nc1ccc(Nc2ccccc2)cc1 | -4% | -2.0% | 22% | 17% | -17% | -5%[46.1 µM] | -12%
33 | COc1ccc(/C=N/NC(=O)C(=O)N2CCN(c3ccccc3OC)CC2)cc1 | . | 1.0% | . | -10% | -3% | -18%[46.1 µM] | 9%
34 | CCOC(=O)c1ccc(-c2c(C(=O)OCC)oc3cc(O)c(CC)cc3c2=O)o1 | -3% | -1.1% | 37%[activator][38.3 µM] | 5.6µM* | 9% | ? | -4%
35 | Cc1ccc(/C=N/N=C2/NC(=O)C(CC(=O)Nc3ccccc3)S2)o1 (stereo unspecified) | 1% | 0.2% | 5% | 1% | 4% | 1% | .
36 | CCCCCN1CC(O)=C(c2nc3ccccc3[nH]2)C1=N | 3% | -2.9% | 11% | 23% | 12% | -9% | 4%
37 | CCN1C(=O)/C(=C\N(C(C)=O)c2ccccc2)OC1=S | -3% | 7.0% | -4% | 0% | 9% | 12%[46.1 µM] | -24%
38 | COC(=O)C1CCN(Cc2ccc(OCCCN3CCN(c4ccc([N+](=O)[O-])cc4)CC3)cc2)CC1 | 4% | 2.5% | 25% | 3% | 3% | -18% | -29%
39 | O=C(CCCNS(=O)(=O)c1cccs1)N1CCc2ccccc2C1 | -2% | 0.4% | 7%[38.3 µM] | 24% | 8% | -4%[46.1 µM] | 0%
40 | O=C(O)CN(c1cccc(C(F)(F)F)c1)S(=O)(=O)c1ccccc1 | 3% | -0.1% | -1% | . | 4% | -3% | 0%
41 | O=C(CSc1nc2c(c(=O)[nH]1)CCC2)Nc1cccc(Cl)c1 | 1% | 0.0% | -4%[38.3 µM] | 22% | 3% | -15%[46.1 µM] | 5%
42 | CCOCCCNC(=O)c1ccc(OC)cc1 | 0% | -1.0% | 22%[38.3 µM] | -10% | 2% | -3%[46.1 µM] | .
43 | COc1ccc(NC(=O)CCC(=O)c2cccs2)cc1S(=O)(=O)Nc1ccc(Cl)cc1 | 6% | 0.0% | 0% | 25% | -6% | -26% | 1%
44 | COc1cccc(-c2noc(Cn3nc(C)c([N+](=O)[O-])c3C)n2)c1 | -9% | -0.8% | 7%[38.3 µM] | -1% | -1% | -10%[46.1 µM] | -6%
45 | C=CCNC(=O)C1CC(=O)N(c2ccc(OCC(=O)Nc3ccc(OC)cc3)cc2)C1 (stereo unspecified) | -1% | -4.8% | 17%[38.3 µM] | 14% | 3% | -6%[46.1 µM] | 7%
46 | C=CCc1cc(/C=N\NC(=O)CSc2nnc(CCCc3ccc(OC)c(C)c3)o2)cc(OC)c1O | -1% | 1.3% | 3%[38.3 µM] | 16% | 1% | ? | 3%
47 | O=C(c1ccc(NC(=S)NCc2ccco2)cc1)N1CCCCC1 | -2% | -0.6% | 5% | 19% | 2% | 10% | 3%
48 | S=c1[nH]c2ccccc2s1 | 2%[39.9 µM] | 1.6%&-1.3% | 5%&-2%&12% | . | ? | . | .

Whole records as entered above:
COc1cccc(-c2noc(Cn3nc(C)c([N+](=O)[O-])c3C)n2)c1 as listed: KinaseGlo FLuc = -9%; Epigenetic derep = -0.8%; IMPase Li cell = 7%[38.3 µM]; HttQ103 aggreg = -1%; CBFb RUNX1 block = -1%; NPSR antagonist = -10%[46.1 µM]; L3MBTL1 block = -6%
O=C(CCCNS(=O)(=O)c1cccs1)N1CCc2ccccc2C1 as listed: KinaseGlo FLuc = -2%; Epigenetic derep = 0.4%; IMPase Li cell = 7%[38.3 µM]; HttQ103 aggreg = 24%; CBFb RUNX1 block = 8%; NPSR antagonist = -4%[46.1 µM]; L3MBTL1 block = 0%

Other compounds.
no. | structure | KinaseGlo FLuc | Epigenetic derep | IMPase Li cell | HttQ103 aggreg | CBFb RUNX1 block | NPSR antagonist | L3MBTL1 block
49 | COC(=O)CCCNC(=O)c1ccccn1 | -3% | 0.3% | -1% | -17% | 6% | 8% | .
50 | N/N=C1\CCCc2nonc21 | 0% | -7.5% | 3% | 27%[9.22 µM] | 3% | -15% | 2%
51 | CCN(Cc1ccccc1)C(=O)COC(=O)CNC(=O)c1ccc(C)s1 | 1% | -1.3% | 1% | 10% | 1% | 8% | -6%
52 | CCC1CCCCN1Cc1cc(OC)c(O)c([N+](=O)[O-])c1 (stereo unspecified) | -3% | -2.3% | 3%[38.3 µM] | 14% | -3% | -4%[46.1 µM] | -1%
53 | COc1ccc(-n2cc(CN3CCC(OC)CC3)c(-c3cccc(F)c3)n2)cc1 | 3% | 3.2% | 2% | 29%[9.22 µM] | 4% | 7% | 10%
54 | Nc1c(C(=O)NC2CCCC2)c2nc3ccccc3nc2n1N | . | -10% | . | -3% | 1% | -10%[46.1 µM] | -8%
55 | O=C(O)/C=C/C(=O)Nc1nccs1 | . | 0.0% | . | 15%[9.22 µM] | 7% | -19% | -16%
56 | COc1ccc(C(CC(=O)NCCN2CCOCC2)NS(=O)(=O)c2ccc(C)cc2)cc1 (stereo unspecified) | -5% | 1.1% | -10%[38.3 µM] | -8% | -2% | -5%[46.1 µM] | .
57 | CC1(C)CN(c2ccccc2)N(C(=O)c2ccc(F)cc2)C1=O | 1% | -1.3% | 7%[38.3 µM] | -10% | -1% | 1%[46.1 µM] | -3%

Screening data from PubChem BioAssay.
